# p53null 39C kill = kills p53 null cells at the nonpermissive temperature; AID 904; H1299 p53-null (neo) cells, 39C, ATPlite viability, 24 h; 55,000 compounds, 0.97% hits; Potency, µM (titrated, usually from 46.1 µM), inactives show at the highest dose activity, negative = cell killing, usual class: cytotoxic;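 further: potency means the concentration at half of the fitted maximal effect; 0% = DMSO only and -100% = full killing by 100 µM tamoxifen; nearly all actives have a fitted effect of over 50% in size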
#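 H1299 lung cancer cells, p53-null (H1299-neo) or expressing p53 A138V (H1299-p53A138V), were plated overnight at 37C, then exposed to compounds at up to 46 uM for 24 hr at 39C. Viability was read by ATP-based luminescence.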
# B2AR arrestin ag = ADRB2 beta-arrestin recruitment. 44,000 tested, under 10 active. Potency, µM (doses to about 46.1 µM), without a hit: at the top dose activation, usual class: activators. HTLA Tango cells, beta-arrestin recruitment, luciferase luminescence, 18 h. P07550. AID 1347077;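 further: potency means the concentration at half of the fitted maximal effect; 0% = DMSO and full agonism = EC100 isoproterenol or metaproterenol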
# Target sequence (P07550 whole entry, looked up): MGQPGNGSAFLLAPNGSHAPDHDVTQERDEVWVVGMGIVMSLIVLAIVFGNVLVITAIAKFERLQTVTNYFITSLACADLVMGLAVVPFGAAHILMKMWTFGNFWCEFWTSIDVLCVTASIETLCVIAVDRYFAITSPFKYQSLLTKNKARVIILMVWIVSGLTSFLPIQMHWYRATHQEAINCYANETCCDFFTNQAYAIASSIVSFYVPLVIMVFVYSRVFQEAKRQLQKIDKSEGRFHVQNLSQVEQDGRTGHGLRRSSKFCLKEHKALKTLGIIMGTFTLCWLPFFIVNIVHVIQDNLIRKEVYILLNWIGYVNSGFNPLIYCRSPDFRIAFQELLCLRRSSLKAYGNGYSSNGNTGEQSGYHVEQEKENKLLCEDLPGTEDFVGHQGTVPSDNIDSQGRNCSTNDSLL
#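 First, Tango cells carrying beta2-AR and beta-arrestin fusions received compound up to 46 microM. After 18 hr at 37 degrees C, luciferase substrate was added for 15 minutes, then luminescence gave %Activity for curve fitting.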
# GALK inhibitor = GALK (human) enzyme inhibition; Potency, µM (highest dose often 57.5 µM), for inactives: at the highest dose activity, negative = inhibition, most hits filed as inhibitors; 44,000 tested, under 10 active; P51570; recombinant GALK, Kinase-Glo ATP luminescence, 1 h;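 further: plate controls were full GALK reaction for no effect and reaction lacking GALK for full effect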
#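 Human GALK (5 nM) was incubated with 35 uM ATP and 100 uM galactose in 20 mM HEPES pH 8.0 with MgCl2, NaCl, DTT and BSA for 1 h at room temperature. Remaining ATP was measured by Kinase-Glo Plus luminescence.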
# NTMT1 inhibitor = blocks human N-terminal methyltransferase 1 activity; Q9BV86; NTMT1 MTase-Glo SAH luminescence, purified enzyme; Potency, µM (top dose mostly 114 µM), inactives show top-dose activity change, negative = inhibition, hits mostly inhibitors; 59,000 compounds, 2.5% hits;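 further: potency means the concentration at half of the fitted maximal effect; plate controls were DMSO vehicle for no effect and no enzyme for full effect; nearly all actives have a fitted effect of over 65% in size; many of its hits are not listed in these tables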
# Target sequence (Q9BV86 whole entry, looked up): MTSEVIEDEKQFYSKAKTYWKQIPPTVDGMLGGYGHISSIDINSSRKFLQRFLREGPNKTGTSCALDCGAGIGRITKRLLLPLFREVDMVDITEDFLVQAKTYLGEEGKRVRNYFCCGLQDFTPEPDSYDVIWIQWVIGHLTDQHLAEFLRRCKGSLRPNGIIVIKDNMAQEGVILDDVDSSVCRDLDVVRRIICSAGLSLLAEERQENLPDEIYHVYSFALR
# TSG101-PTAP inh = blocks PTAP binding to human TSG101, validation; 44,000 tested, under 10 active; Potency, µM (titrated, usually from 115 µM), for inactives: top-dose activity change, negative = inhibition, usual class: inhibitors; Fluorescence polarization, FITC-PTAP peptide/Tsg101, 20 min; Q99816; further: potency means the concentration at half of the fitted maximal effect; 0% is about no effect
# Target sequence (Q99816 whole entry, looked up): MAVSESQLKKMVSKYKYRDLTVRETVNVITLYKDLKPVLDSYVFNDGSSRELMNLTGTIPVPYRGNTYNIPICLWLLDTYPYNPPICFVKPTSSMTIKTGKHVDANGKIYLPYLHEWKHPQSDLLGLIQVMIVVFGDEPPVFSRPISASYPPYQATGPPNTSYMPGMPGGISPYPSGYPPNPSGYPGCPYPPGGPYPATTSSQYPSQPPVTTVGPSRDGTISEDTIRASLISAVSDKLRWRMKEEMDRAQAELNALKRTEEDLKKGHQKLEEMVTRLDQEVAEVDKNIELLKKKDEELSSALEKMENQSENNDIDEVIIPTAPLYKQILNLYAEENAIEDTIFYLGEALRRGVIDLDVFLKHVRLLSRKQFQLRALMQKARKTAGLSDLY
#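 Fluorescence polarization binding of Tsg101 binding domain (10 uM final) to FITC-labeled PTAP-motif peptide (50 nM final) in HEPES pH 7.5/NaCl/Tween 20/EDTA/TCEP buffer; 20 min at r.t. Actives by curve class, <25 µM, efficacy <60% inhibition.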
# p53null 32C kill = kills p53 null cells at the permissive temperature; H1299-neo p53 null cells, ATP luminescence, 24 h, 32C; Potency, µM (doses to about 46.1 µM), inactives show at the top dose activity change, negative = cytotoxicity, usual class: cytotoxic; 55,000 compounds, 0.62% hits; AID 903;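 further: potency means the concentration at half of the fitted maximal effect; 0% = DMSO only and -100% = full killing by 100 µM tamoxifen; nearly all actives have a fitted effect of over 55% in size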
#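 AC50 values derive from Hill modelling of qHTS concentration-response data (up to 46 uM) in H1299-neo cells. Cells were treated 24 h at 32C following overnight attachment at 37C; viability was read as cellular ATP.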
# FH mod = Identification of activators of human fumarate hydratase by quantitative high-throughput screening; Fumarate hydratase, mitochondrial (Homo sapiens), P07954; FH coupled MDH/diaphorase resazurin fluorescence, 15 min; Potency, µM (titrated, usually from 79.9 µM), inactives show at the top dose activity change, negative = inhibition, usual class: inhibitors; 54,000 compounds, 0.22% hits; further: potency means the concentration at half of the fitted maximal effect; on the % scale 0 is the no-effect control and ±100 the full control effect; the screen sought activators but most active calls are inhibition curves; nearly all actives have a fitted effect of over 45% in size
# The depositor's hits bear a star; ? = inconclusive; · = no result given; [ ] = dose if it differs, or a comment. The call rests on the fitted dose curve; in most records, active means well fitted curve in the direction sought with a large enough effect; inconclusive means small, poorly fitted or top-dose-only effect, or another doubt; inactive means no such curve, though single readings can be large; an effect the other way counts as inactive or inconclusive. Some of the compounds tested; the hit share may differ from the screen's.
SMILES,p53null 39C kill,B2AR arrestin ag,GALK inhibitor,NTMT1 inhibitor,TSG101-PTAP inh,p53null 32C kill,FH mod
O=C(NCCSc1c(-c2ccc(F)cc2)[nH]c2ccccc12)c1ccc(S(=O)(=O)N2CCOCC2)cc1,13%,-2%,6%,9%,-2%,10%,-16%
CC1CCC(N2CC(=O)N(C3CCCC3)C(c3ccc(Cl)cc3)C2=O)CC1 (stereo not drawn),14%,-1%,2%,·,-6%,-6%,·
CC(=O)N1CCc2cc(S(=O)(=O)NC(C(=O)Nc3ccc(C)cc3C)C(C)C)ccc21 (stereo not drawn),-5%,1%,-2%,2%,-10%,3%,9%
O=C(Nc1ccc2nc(SCCOc3ccccc3)sc2c1)c1ccc2c(c1)OCO2,-7%,-4%,?,?,-5%,-6%,-8%
Cc1ccc(C2CCN(C(=O)c3cnn(-c4ccc(C)c(C)c4)c3C3CCN(C(=O)OC(C)(C)C)CC3)C2)cc1 (stereo not drawn),-8%,-1%,-2%,13%,-2%,4%,-10%
COc1ccccc1CNc1ncnc2c1nc1n2CCCC1,-17%,0%,7%,-12%,-5%,?,-5%
COc1ccc(C2=NS(=O)(=O)N(C)C(C(=O)NC(C)c3ccccc3)=C2)cc1 (stereo not drawn),51%[activator],0%,-9%,-1%,1%,30%,-9%
CCC(C)NC(=O)c1sc2nc(C)c(C(=O)Nc3ccc(C)cc3C)c(-c3ccccc3Cl)c2c1N (stereo not drawn),6%,-2%,1%,9%,-4%,8%,-12%
CCOc1ccc(CCNC(=O)c2cn(C)c3ccc(S(=O)(=O)N4CCCCC4)cc3c2=O)cc1OCC,-10%,1%,6%,?,1%,-2%,?
O=C(CSc1ncc(CO)n1Cc1ccc(Cl)cc1)NCc1ccc(F)cc1,11%,0%,-3%,-16%,-3%,3%,7%
Cc1ccc(-c2cc(C(F)(F)F)n3nc(-c4cccc(Br)c4)cc3n2)cc1,-4%,-2%,-1%,-15%,-6%,8%,4%
Cc1ccc(Cl)cc1NC(=O)Cn1c(=O)n(C(C)C)c(=O)c2oc3ccccc3c21,-10%,-1%,?,6%,-3%,7%,6%
Cc1oc2ncn(C)c(=O)c2c1C(=O)N1CCN(c2ccccc2F)CC1,-9%,0%,-2%,4%,1%,3%,4%
COC(=O)C1CCN(CC(=O)Nc2cc(C)c3c(=O)oc4ccccc4c3n2)CC1,-16%,1%,1%,4%,0%,-6%,-1%
O=C(NCc1ccccc1F)c1sc2ncccc2c1-n1cccc1,-15%,0%,-3%,?,-4%,3%,-22%

# Already shown: an excerpt of the list.
SMILES,p53null 39C kill,B2AR arrestin ag,GALK inhibitor,NTMT1 inhibitor,TSG101-PTAP inh,p53null 32C kill,FH mod
COC(=O)C1CCN(CC(=O)Nc2cc(C)c3c(=O)oc4ccccc4c3n2)CC1,-16%,1%,1%,4%,0%,-6%,-1%
O=C(NCc1ccccc1F)c1sc2ncccc2c1-n1cccc1,-15%,0%,-3%,?,-4%,3%,-22%

# Additional results.
SMILES,p53null 39C kill,B2AR arrestin ag,GALK inhibitor,NTMT1 inhibitor,TSG101-PTAP inh,p53null 32C kill,FH mod
CCC1CCCCN1Cc1cn2c(-c3ccc(Br)cc3)nnc2s1 (stereo not drawn),7%,0%,-3%,?,0%,1%,-7%
Cc1cc2c(cc1S(=O)(=O)N(C)CC(=O)Nc1cccc(C#N)c1)OCC(=O)N2,6%,-3%,-7%,?,-2%,2%,-14%
CN(C)C1(CNC(=O)COc2ccc([N+](=O)[O-])cc2)CCCCC1,7%,-4%,-5%,8%,0%,-1%,7%
CCOC(=O)c1c(C)[nH]c(CCC(=O)NCc2ccc(F)cc2)c1C,-20%,0%,1%,9%,-1%,0%,2%
Clc1cccc(-c2noc3ncnc(NC4CCCCC4)c23)c1,-11%,-2%,-2%,-3%,2%,-3%,-4%
Cc1ccccc1NC(=O)CCC(=O)N1CCSc2ccccc21,0%,-1%,0%,19%,-5%,9%,3%
O=C(OCc1ccco1)c1ccc2c(c1)N(Cc1cccc(F)c1)C(=O)c1ccccc1S2,2%,0%,4%,-1%,0%,-8%,-20%
O=C(NC1CC(=O)N(c2cccc(F)c2)C1)c1cc2ccccc2o1 (stereo not drawn),-5%,-2%,-1%,0%,-2%,2%,-2%
Cc1ccc(CN2CCCN(Cc3c(C)cc(C)cc3C)S2(=O)=O)cc1,12%,0%,1%,-4%,-1%,-11%,-15%
O=C(NCc1ccccc1)c1ccc(Cn2c(=O)c3cccn3c3cccnc32)cc1,-36%,0%,-2%,-50%,-5%,-7%,19%
Cc1ccc(C)c(N2CCN(C(=O)Cn3ncc4c(=O)oc5ccccc5c43)CC2)c1,19%,1%,2%,-3%,-1%,2%,-2%
COCCNC(=O)CSc1nc2cc3c(cc2c(=O)n1CCCC(=O)NCc1ccc2c(c1)OCO2)OCO3,0%,-2%,2%,8%,-1%,-7%,9%
O=C(CSc1nc(-c2ccccc2)[nH]c1-c1ccccc1)Nc1ccc2c(c1)OCO2,?,-2%,2%,-12%,3%,11%,?
O=C(Nc1cc2ccc(O)cc2oc1=O)c1ccccc1,10%,-2%,-1%,-3%,-1%,?,-9%
CCOc1ccc(-c2cc(CCCC(=O)NCCc3ccc(SC)cc3)no2)cc1,-12%,0%,-9%,-1%,3%,-4%,2%
COc1ccc(NC(=O)NC2COc3ccccc3C2)cc1Cl (stereo not drawn),3%,0%,-6%,0%,0%,13%,-2%
CCOc1ccc(CNS(=O)(=O)c2ccc(-c3coc(C)n3)cc2)cc1,27%,0%,1%,5%,-3%,?,3%
CCOc1ccc(NC(=O)c2ccc(F)c(S(=O)(=O)NCc3ccc4c(c3)OCO4)c2)cc1,-4%,1%,-1%,7%,-3%,-1%,0%
CC(C)NC(=O)C1CCN(C(=O)c2cnn(-c3ccccc3)c2-n2cccc2)CC1,-23%,-3%,-3%,-3%,-1%,2%,5%
Cc1ccc(C(=O)NCCc2ccc(Cl)cc2)cc1-n1c(C)nc2cccnc21,7%,0%,-3%,7%,0%,-3%,-2%
COc1ccc(CNC(=O)CS(=O)(=O)c2cccc3nsnc23)cc1,19%,0%,1%,6%,-7%,1%,1%
CCn1c(=O)n(-c2ccc(F)c(Cl)c2)c(=O)c2sc3ccccc3c21,-25%,0%,-2%,15%,-5%,-9%,-2%
CCS(=O)(=O)N1CC(=O)N(c2cccc(C)c2C)C(C)(C(=O)NC2CCCCC2)C1 (stereo not drawn),3%,-1%,2%,4%,1%,-3%,-8%
Cc1cccc(-c2nc(S(=O)(=O)c3ccc(F)cc3)c(N3CCN(c4ccccc4)CC3)o2)c1,-5%,0%,-7%,16%,0%,-6%,0%
Cc1ccc(Cl)cc1-n1ncc2c(N3CCC(C)CC3)ncnc21,-6%,4%,2%,7%,-5%,12%,-11%
Cc1oc(-c2ccccc2Cl)nc1CSc1nc2ncccc2[nH]1,-19%,3%,6%,12%,0%,-4%,-22%
Cc1ccc(-n2ncc3c(Nc4cccc(C)c4C)ncnc32)cc1,15%,0%,-6%,-3%,-7%,-20%,-14%
COc1ccc(OC)c(S(=O)(=O)NCCc2csc3nc(-c4ccccc4)nn23)c1,-7%,-3%,0%,-1%,-1%,9%,-7%
CCc1nn(CC(=O)Nc2ccc(NC(C)=O)cc2)c(=O)c2cc3sccc3n12,-15%,1%,6%,-11%,-10%,6%,2%
O=C(Nc1cc(F)ccc1F)C1CCN(c2nc3ccccc3n3cccc23)CC1,?,-1%,4%,23%,2%,16%,-23%
CCCN(Cc1cccs1)C(=O)Nc1ccc(F)c(Cl)c1,-9%,-3%,1%,-4%,-3%,-10%,-2%
COCCCNc1nc(NCc2cccc(Cl)c2)c2cnn(C)c2n1,-1%,0%,-3%,-2%,-2%,-14%,3%
Cc1ccc(Cl)cc1N1CCN(C(=O)COCc2cc(-c3ccc4c(c3)OCO4)on2)CC1,-20%,-1%,4%,12%,-2%,-7%,-14%
Cc1ccc(S(=O)(=O)c2nc(-c3cccc(Br)c3)oc2N2CCCCCC2)cc1,-11%,1%,2%,-8%,-2%,0%,-15%
Cc1c(Cl)cccc1-n1ncc(C(=O)NCCN2CCN(C)CC2)c1C1CCN(C(=O)OC(C)(C)C)CC1,-13%,0%,0%,10%,0%,3%,3%
O=C(Cn1ncc2c(=O)oc3ccccc3c21)Nc1cc(F)ccc1F,?,0%,0%,-15%,-1%,14%,-1%
Cc1ccc(C(=O)NCc2nnnn2-c2ccc(C)c(C)c2)cc1,-1%,0%,1%,23%,-3%,-2%,1%
Cc1cc2c(cc3c(SCc4ccc(Cl)cc4)nncn32)o1,-27%,-1%,3%,6%,1%,-5%,6%
Cc1ccc(OCC(=O)Nc2cccc(C(=O)OCc3cc(=O)n4nc(C)sc4n3)c2)cc1,?,1%,-2%,16%,-4%,-28%,-2%
Cc1oc(-c2ccccc2)nc1CNC(=O)Nc1ccccc1,10%,1%,0%,-12%,-1%,3%,-32%
CCOCCCn1c(SCC(=O)Nc2ccc(CC)cc2)nc2ccccc2c1=O,17%,-3%,-1%,-6%,-1%,12%,?
O=C(NCc1ccc(F)cc1)c1cc2c(=O)n3ccccc3nc2s1,3%,0%,4%,5%,3%,0%,-10%
CCS(=O)(=O)N1CC(=O)N(c2cc(C)cc(C)c2)C(C)(C(=O)NC2CCCCC2)C1 (stereo not drawn),-3%,3%,-1%,2%,-7%,-3%,1%
CC(=O)c1cccc(NC(=O)c2cc(-c3ccc4c(c3)OCCO4)on2)c1,3.2µM*,-4%,0%,?,1%,2µM*,3%
COCCCNC(=O)C1CCN(c2cc(C)nc3c(-c4ccc(OC)c(OC)c4)c(C)nn23)CC1,-10%,-2%,0%,15%,-2%,2%,-7%

# Part of the list above, reduced to p53null 39C kill.
Structure	p53null 39C kill
Cc1ccc(Cl)cc1N1CCN(C(=O)COCc2cc(-c3ccc4c(c3)OCO4)on2)CC1	-20%
Cc1c(Cl)cccc1-n1ncc(C(=O)NCCN2CCN(C)CC2)c1C1CCN(C(=O)OC(C)(C)C)CC1	-13%
CCS(=O)(=O)N1CC(=O)N(c2cc(C)cc(C)c2)C(C)(C(=O)NC2CCCCC2)C1 (stereo not drawn)	-3%
Cc1ccc(OCC(=O)Nc2cccc(C(=O)OCc3cc(=O)n4nc(C)sc4n3)c2)cc1	?
CCOCCCn1c(SCC(=O)Nc2ccc(CC)cc2)nc2ccccc2c1=O	17%

# Additional results follow:
SMILES,p53null 39C kill,B2AR arrestin ag,GALK inhibitor,NTMT1 inhibitor,TSG101-PTAP inh,p53null 32C kill,FH mod
COc1ccc(Cn2c(SCC(=O)N3CCN(c4ccc(F)cc4)CC3)nc3ccccc32)cc1,-10%,0%,-3%,10%,-1%,6%,-9%
Cc1ccc(N(CC(=O)NCCc2ccc(Cl)cc2)S(=O)(=O)N(C)C)cc1,4%,0%,6%,1%,3%,9%,-22%
CCCCSCCCNC(=O)c1cn(C)c2ccc(S(=O)(=O)N3CCCC3)cc2c1=O,6%,1%,-1%,-27%,-2%,5%,-1%
CCC1=Nc2cc(C(=O)NCc3ccc(C)cc3)ccc2Sc2ccc(C)cc21,6%,1%,-3%,-13%,0%,43%[activator],?
